MPTP inh – blocks calcium-induced mitochondrial swelling. actives 1.4% (n = 360,000). inhibition, % at 10 µM. isolated mouse mitochondria, Ca2+ swelling absorbance, 30 min;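 active means inhibition of 50% or more, scaled per plate between neutral and stimulator controls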;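 further: 0% = DMSO wells given calcium and 100% = 1 mM EGTA wells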
* marks the source's active call; other numbers are inactive results.

SMILES	MPTP inh
Cc1cccc(C)c1OCC(O)CN1CCN(C(=O)c2ccccc2)CC1 (stereo unspecified)	-2.0
COCCNC(=O)C1CCCN(Cc2ccccc2Cl)CC1 (stereo unspecified)	-1.7
COc1ccc2c(c1)CCO[C@]21O[C@H](CCO)C[C@H](O)[C@H]1O	-0.1
COc1ccc(NC(=O)c2cc(-c3sc(NC(=O)c4ccccc4)nc3C)n(Cc3ccccc3)n2)cc1	-1.7
CCCCN1CC(N2CCCCC2)CS1(=O)=O (stereo unspecified)	-1.0
COCCN1C(=O)CCC1(C)C(=O)NC1CCCCC1 (stereo unspecified)	-1.3
O=C1NC[C@@H](CCCCN2C[C@H](Cc3ccc(O)cc3)N(CCc3ccccc3)C(=O)C2=O)N(CCC2CCCCC2)C1=O	-3.7
Cc1ccccc1-c1cc2nc(NCCCN(C)C)n(C)c(=O)c2s1	0.4
O=C(CCn1c(=S)[nH]c2cc3c(cc2c1=O)OCO3)NCCc1ccccc1Cl	0.9
COc1ccc(NC(=O)C2c3ccccc3OCC(=O)N2Cc2ccco2)cc1 (stereo unspecified)	0.2
NC(CSC1(c2ccc(F)cc2)c2ccccc2-c2ccccc21)C(=O)O (stereo unspecified)	1.3
Cc1cccc(C)c1NC(=O)C1(C)CN(S(C)(=O)=O)CC(=O)N1Cc1ccc2c(c1)OCO2 (stereo unspecified)	-1.1
O=C(Nc1nnc([C@@H]2C[C@H](O)[C@@H](CO)O2)s1)c1cccc(C(F)(F)F)c1	-0.3
CSC[C@H]1CN(CCc2ccccc2)C(=O)[C@@H]1CC(=O)Nc1ccc(Br)cc1	1.2
O=C(OCc1ccccc1)N1CCC2CC1c1ccc(/C=C/CCCCl)cc12 (stereo unspecified)	1.5
CCCCCC(=O)N1C[C@@H](O)[C@H](n2cc(-c3ccc(F)cc3)nn2)C[C@@H]1c1ccc(C)cc1	-1.7
CN(C)c1ccc(-c2ccnc3c2CC(C)(C(=O)NCc2cccc(Cl)c2)O3)cc1 (stereo unspecified)	-0.2
CC1=C(C(=O)N2CCCCCC2)CC(CC(=O)NCCCN(C)C)C(=O)N1Cc1ccc(F)cc1 (stereo unspecified)	-0.5
CCC(C)C(CO)NCCCn1cnc2c(OCc3ccccc3)ncnc21 (stereo unspecified)	0.3
Cc1cc(C(F)(F)F)nc(NNc2nc(C)cc(C(F)(F)F)n2)n1	0.5
CC1(C(=O)Nc2cccc(OC(F)(F)F)c2)Cc2c(-c3cccc(C(F)(F)F)c3)ccnc2O1 (stereo unspecified)	0.4
CC1(C(=O)NS(=O)(=O)c2ccc(C#N)cc2)CCN1C(=O)Cc1ccccc1Cl (stereo unspecified)	-0.5
O=C(C[C@H]1C(=O)N(Cc2ccccc2)C[C@@H]1Cc1ccccc1)Nc1ccc(Br)cc1	1.3
COc1ccc(S(=O)(=O)N(C)C[C@@H]2OCc3cn(nn3)CCCC(=O)N([C@H](C)CO)C[C@H]2C)cc1	-1.0
Cc1cc(C)cc(Nc2cc(C)nc3ncnn23)c1	0.4

Retrieved by structure from the entries so far (four):
SMILES	MPTP inh
O=C(C[C@H]1C(=O)N(Cc2ccccc2)C[C@@H]1Cc1ccccc1)Nc1ccc(Br)cc1	1.3
CSC[C@H]1CN(CCc2ccccc2)C(=O)[C@@H]1CC(=O)Nc1ccc(Br)cc1	1.2
Cc1cccc(C)c1OCC(O)CN1CCN(C(=O)c2ccccc2)CC1 (stereo unspecified)	-2.0
CC1(C(=O)NS(=O)(=O)c2ccc(C#N)cc2)CCN1C(=O)Cc1ccccc1Cl (stereo unspecified)	-0.5

Carrying on:
SMILES	MPTP inh
O=C(COC(=O)CCS(=O)(=O)c1ccccc1)NNC(=O)c1ccc([N+](=O)[O-])cc1	-0.4
C[C@@H](c1ccccc1)N1C[C@@H](COCc2ccccc2)Oc2cc(N3CC[C@@H](N(C)C)C3)ccc2S1(=O)=O	0.7
CC1CCN(C(=O)CCn2c(=O)oc3ccc(Cl)cc32)CC1	0.6
COc1cccc(NC(=S)NC2CC(C)CC(C)(C)C2)c1 (stereo unspecified)	64.4*
Cc1ccc(S(=O)(=O)Nc2ccc3c(c2)C(=O)N([C@@H](C)CO)C[C@@H](C)[C@@H](CN(C)CC2CC2)OCCCC[C@@H](C)O3)cc1	0.7
CCOc1ccc(CCN2C(=S)N([C@@H](Cc3ccc(O)cc3)CN3CCC[C@@H]3CN3C(=S)NC[C@@H]3CC(C)C)C[C@@H]2Cc2ccccc2)cc1	0.9
CC(C)[C@@H]1Cc2[nH][nH]c(=O)c2[C@H](CCc2ccccc2)O1	1.5
CCCCN(CCCC)Cc1cc(=O)oc2cc(C)c(Cl)cc12	1.0
COCCn1c(C)cc(C(=O)CN2C(=O)C(=O)N(CCC3=CCCCC3)C2=O)c1C	0.3
COc1ccc(-c2cnc3c(NC=O)cc(-c4ccc(C(=O)N5CCOCC5)cc4)cn23)cc1OC	-2.6
O=C1NC[C@@H](CCCCN2C[C@H](Cc3ccccc3)N(Cc3ccccc3)C(=O)C2=O)N(CC2CCCCC2)C1=O	-2.5
CCN(CC)c1ncnc2c1ncn2[C@H]1CN(Cc2cccnc2)C[C@@H](CO)O1	0.2
COCCNC(=O)C1(C)CCN(C(=O)Cc2ccc(OC)c(OC)c2)C1 (stereo unspecified)	-2.9
COC(=O)[C@@]12C[C@@H](CC(=O)N3CCCCC3)C(=O)N(Cc3ccc4c(c3)OCO4)C1=CCC(C)(C)C2	1.1
C[C@H](CO)N1C[C@H](C)[C@@H](CN(C)Cc2ccccc2C(=O)O)OCc2cnnn2CCCC1=O	0.0
CC1CN(C(=O)COC(=O)c2cc(=O)[nH]c3ccccc23)CC(C)O1 (stereo unspecified)	-0.7
Cn1ccc2c(N3CCCCC3)cc3c(c21)C1CCC3C1 (stereo unspecified)	0.7
CC(=O)Nc1ccc(NC(=O)COc2cccc3ccccc23)cc1	0.3
O=Cc1cn(-c2ccccc2)nc1-c1cccc([N+](=O)[O-])c1	1.0
Cc1ccc(S(=O)(=O)NC(=O)C2(C)CCN2C(=O)CC2CCCC2)cc1 (stereo unspecified)	0.7
CN(Cc1ccccc1)C(=O)c1ccc(Nc2nc(C(N)Cc3ccccc3)cs2)nc1 (stereo unspecified)	2.9
CCN(C)C1CN(Cc2cn(Cc3ccccc3)nn2)S(=O)(=O)C1 (stereo unspecified)	0.7
CCc1nc2c(OCc3ccc(OC)cc3)cccn2c1N(C)C(=O)C(C)C	0.1
CCOc1cc(N2CCOCC2)c(OCC)cc1NC(=O)c1cccc(S(=O)(=O)N2CC(C)OC(C)C2)c1 (stereo unspecified)	-1.7
CCOc1ccc(CCN2C(=S)N([C@@H](Cc3ccc(O)cc3)CN3CCC[C@@H]3CN3C(=S)NC[C@@H]3Cc3ccc(O)cc3)C[C@@H]2Cc2ccc(O)cc2)cc1	-1.3
New compounds follow.
SMILES	MPTP inh
CC(=O)OC[C@@H]1CN(Cc2ccccc2)C[C@H](n2cnc3c(NC4CC4)ncnc32)O1	0.8
O=c1[nH]c2ccccc2nc1-c1nnnn1C1CCCC1	-1.0
Cc1cc(/C=N/NC(=O)c2ccoc2C)cc(C)c1O	0.6
Fc1ccc2nc(-c3ccccc3)ccc2c1	-0.2
COc1cccc(-c2ccc3c(c2)O[C@H](CN(C)C(=O)c2ccccc2F)[C@H](C)CN([C@H](C)CO)S3(=O)=O)c1	-1.3
CCCCNC(=O)c1nc(C2CCN(S(=O)(=O)c3ccc(C(F)(F)F)cc3)CC2)oc1-c1ccccc1	2.0
COc1cccc(CN(C)C(=O)C2CCCN(C(=O)c3ccc(Cl)cc3)C2)c1 (stereo unspecified)	0.6
C[C@@H]1CN([C@H](C)CO)C(=O)CCCn2nncc2CO[C@H]1CN(C)S(=O)(=O)c1ccc(-n2cccn2)cc1	-4.3
COC(=O)C1(C)CCCC2(C)c3cc(OC)ccc3C(=O)C(Br)C12 (stereo unspecified)	-0.4
Cc1ccc(OCCSc2nc3ccccc3n2CCC(=O)O)c(C(C)C)c1	-0.1
CCc1ccc2cc(F)cc(F)c2n1	-2.7
COCCNc1nc(NCc2ccc(NC(C)=O)cc2)c2sc(-c3ccccc3)cc2n1	2.4
CN(C)CCCNc1nc2cc(-c3cccc(Cl)c3)sc2c(=O)n1C	-1.3
CC1(C(=O)NS(=O)(=O)c2ccccc2)CCN1C(=O)c1ccccc1 (stereo unspecified)	0.1
OC[C@@H]1CN(Cc2ccc(-c3ccccc3)cc2)C[C@H](n2cnc3c(N4CCOCC4)ncnc32)O1	-0.6
CC1(C(=O)Nc2ccc3c(c2)OCO3)CCN1C(=O)Cc1cccs1 (stereo unspecified)	0.1
Cc1cc(Cl)ccc1C(O)c1ncc(-c2ccc3ccccc3c2)[nH]1 (stereo unspecified)	3.3
CC1(C(=O)Nc2ccc3c(c2)OCCO3)CCN1Cc1csc2ccccc12 (stereo unspecified)	-0.8
COc1cc(C(C)=O)ccc1OCC(=O)N1CCCC1c1ccc2c(c1)OCCCO2 (stereo unspecified)	0.8
O=C1OCCC1=COCCCCCOC=C1CCOC1=O	-0.7
CN(Cc1ccco1)C(=O)CC[C@H]1O[C@@H](n2ccc(=O)[nH]c2=O)[C@H](O)[C@@H]1O	-1.4
CCCCCCN1C[C@H](O)[C@@H](n2cc(C3CC3)nn2)C[C@@H]1c1ccccc1	-2.0
Cc1ccccc1-c1cc2nc(Oc3cccc4ccccc34)n(C)c(=O)c2s1	-1.3
C[C@H](O)[C@@H]1C(=O)N2CCc3ccc(-c4ccccc4)cc3[C@@H]2C[C@@H]1N(C)C(=O)c1ccco1	-1.3
CCOC(=O)C(=O)N(C)c1c(CC)nc2c(OCc3ccc(Cl)cc3)cccn12	2.1

4 structures from above, arranged by length of the SMILES, lowest first:
SMILES	MPTP inh
CC1CN(C(=O)COC(=O)c2cc(=O)[nH]c3ccccc23)CC(C)O1 (stereo unspecified)	-0.7
CSC[C@H]1CN(CCc2ccccc2)C(=O)[C@@H]1CC(=O)Nc1ccc(Br)cc1	1.2
OC[C@@H]1CN(Cc2ccc(-c3ccccc3)cc2)C[C@H](n2cnc3c(N4CCOCC4)ncnc32)O1	-0.6
CCCCCC(=O)N1C[C@@H](O)[C@H](n2cc(-c3ccc(F)cc3)nn2)C[C@@H]1c1ccc(C)cc1	-1.7

Structures listed so far printed as active in MPTP inh:
SMILES	MPTP inh
COc1cccc(NC(=S)NC2CC(C)CC(C)(C)C2)c1 (stereo unspecified)	64.4*

(cont.)
SMILES	MPTP inh
COC(=O)[C@]12CCCCC=C1N(CCc1ccc(OC)c(OC)c1)C(=O)[C@H](CC(=O)N1CCSCC1)C2	-1.1
O=C(O)CNc1nc(NCc2ccc(Cl)cc2)ccc1[N+](=O)[O-]	-0.4
CCOc1ccc(CCN2C(=O)C(=O)N([C@@H](CC(C)C)CN3CCC[C@H]3CN3C(=O)C(=O)NC[C@@H]3CC(C)C)C[C@@H]2Cc2ccccc2)cc1	-0.6
CC(O)(c1ccccc1)c1nc(-c2cccc(C#N)c2)cs1 (stereo unspecified)	-0.6
C[C@@H]1CN(Cc2nnnn2CC(=O)NCCCn2cccn2)C[C@H](C)O1	0.8
O=C(OCc1ccccc1)N1CCC2CC1c1cc(N3CCN(S(=O)(=O)c4cccc5ccccc45)CC3)ccc12 (stereo unspecified)	2.2
CC1(C(=O)Nc2ccccc2Br)CCN1C(=O)Cc1ccccc1Cl (stereo unspecified)	0.4
CC(C)=C[C@H]1C[C@H](C)[C@H]2CC[C@H](C)c3c(O)c(O[C@H]4OC[C@H](O)[C@@H](O)[C@@H]4O)c(C)c1c32	2.4
COc1ccc(S(=O)(=O)NC(=O)C2(C)CCN2C(=O)Cc2cc(F)ccc2F)cc1 (stereo unspecified)	-0.5
COc1ccc(-c2cc(C(=O)NCc3cccc(Cl)c3)[nH]n2)c(C)c1	-0.6
O=C1NC[C@H](CCCCN2CCN(CC3CCCCC3)C(=O)C2=O)N(CC2CCCCC2)C1=O	-0.2
C[C@@H]1CN([C@@H](C)CO)C(=O)c2cc(NC(=O)c3ccccc3)ccc2O[C@@H](C)CCCCO[C@@H]1CN(C)S(=O)(=O)c1ccc(F)cc1	1.5
O=C1CCC(=O)N1CCC(=O)N(C(=O)NC1CCCCC1)C1CCCCC1	6.0
Cc1cccc(C)c1-n1nnnc1C1(C)CCC(=O)N1Cc1cccc(C(F)(F)F)c1 (stereo unspecified)	-1.0
CC1(C(=O)NS(=O)(=O)c2cccc(OC(F)F)c2)CCN1C(=O)Cc1cccs1 (stereo unspecified)	2.0
CN(C)c1ccc(-c2[nH][nH]c(=O)c2NC(=O)c2ccccn2)cc1	-2.0
COC1CC(=O)C2OC(c3ccccc3)OCC2O1 (stereo unspecified)	0.2
CCOC(=O)C1=CC[C@@H](c2ccccc2)N(S(=O)(=O)c2ccc(C)cc2)[C@H]1c1ccc(CC)cc1	2.1
CC(C)CC(N)c1csc(Nc2ccccn2)n1 (stereo unspecified)	-0.5
CCCCN(C)c1c(C)nc2ccc(C(=O)N(CC)CCN(C)C)cn12	-2.1
C[C@@H]1CN([C@H](C)CO)C(=O)c2c(c3ccccc3n2C)-c2ccccc2CO[C@@H]1CN(C)C(=O)Nc1ccccc1C(F)(F)F	-1.1
Cc1cc2nc(-c3cccc(Br)c3)c(Cc3ccccc3)n2c(C)c1Br	-0.3
COc1ccc(NC(=O)C2(C)CCN2C(=O)C(C)C)cc1F (stereo unspecified)	-0.9
COCCNC(=O)c1cc2c(c(-c3cccc(-c4cc5ccccc5o4)c3)n1)[C@H](CCO)N(S(=O)C(C)(C)C)C2 (stereo partly specified)	1.6
COc1ccc(CN2C(=O)C(CC(=O)NC3CC3)CC(C(=O)N3CCOCC3)=C2C)cc1 (stereo unspecified)	-1.0
CN(C)c1ccc(C=NN2C(=O)CSC2=S)c(Cl)c1	0.4
C[C@@H]1CN([C@@H](C)CO)S(=O)(=O)c2ccc(Br)cc2O[C@H]1CN(C)C(=O)c1ccccc1	-2.3
O=C(Nc1c(-c2ccc3c(c2)OCO3)[nH][nH]c1=O)c1ccccc1	-0.7
COc1ccc(N2C[C@H](CSC)[C@@H](CC(=O)Nc3ccc(Br)cc3)C2=O)cc1	0.6

Not all compounds are listed; the hit share may differ from the screen's.
